EPAC1 antagonist: qHTS for Antagonist of cAMP-regulated guanine nucleotide exchange factor 3 (EPAC1): primary screen; Rap guanine nucleotide exchange factor 3 (Homo sapiens), O95398; EPAC1 GEF assay, Rap1b-BODIPY-GDP exchange fluorescence; Potency, µM (top dose mostly 115 µM), for inactives: at the highest dose activity change, negative = inhibition, hits mostly inhibitors; actives 0.14% (n = 360,000); AID 720709, 2013;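 also: potency is read from the fitted curve at half-maximal effect; plate controls were vehicle for no effect and positive control for full effect; nearly all actives have a fitted effect of over 50% in size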
Target sequence (O95398 whole entry, looked up): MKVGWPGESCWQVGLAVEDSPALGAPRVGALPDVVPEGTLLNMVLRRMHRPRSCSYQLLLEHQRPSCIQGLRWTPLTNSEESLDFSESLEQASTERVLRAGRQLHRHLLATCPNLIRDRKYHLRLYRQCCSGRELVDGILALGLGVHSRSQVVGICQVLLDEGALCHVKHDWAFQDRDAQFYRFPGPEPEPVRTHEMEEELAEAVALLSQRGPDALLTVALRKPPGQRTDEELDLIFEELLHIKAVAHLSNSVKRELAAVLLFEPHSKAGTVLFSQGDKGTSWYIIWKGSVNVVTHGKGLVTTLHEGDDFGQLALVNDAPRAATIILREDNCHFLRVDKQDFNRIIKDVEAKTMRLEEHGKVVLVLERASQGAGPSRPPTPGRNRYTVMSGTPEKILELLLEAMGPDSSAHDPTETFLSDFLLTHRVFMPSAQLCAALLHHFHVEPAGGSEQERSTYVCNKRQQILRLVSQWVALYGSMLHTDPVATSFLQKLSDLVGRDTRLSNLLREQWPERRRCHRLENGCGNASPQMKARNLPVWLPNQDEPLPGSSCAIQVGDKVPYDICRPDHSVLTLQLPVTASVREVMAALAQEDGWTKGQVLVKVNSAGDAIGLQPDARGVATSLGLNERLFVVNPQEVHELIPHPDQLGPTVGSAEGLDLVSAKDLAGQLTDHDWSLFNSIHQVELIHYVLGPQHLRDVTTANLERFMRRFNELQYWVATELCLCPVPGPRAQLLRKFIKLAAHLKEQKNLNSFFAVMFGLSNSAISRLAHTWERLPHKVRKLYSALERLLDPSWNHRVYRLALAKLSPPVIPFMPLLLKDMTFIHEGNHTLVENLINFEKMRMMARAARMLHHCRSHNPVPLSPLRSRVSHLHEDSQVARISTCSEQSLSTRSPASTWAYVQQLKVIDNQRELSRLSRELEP
GLP1R inv ag: qHTS of GLP-1 Receptor Inverse Agonists (Inhibition Mode). Glucagon-like peptide 1 receptor (Homo sapiens), P43220. HEK293 GLP-1R CRE-luciferase, luminescence, 24 h; GLP-1R form is constitutively active. Potency, µM (top dose mostly 38.3 µM), without a hit: top-dose activity change, negative = inhibition, usual class: inhibitors. actives 1.6% (n = 410,000); also: potency is read from the fitted curve at half-maximal effect; % is scaled to controls: 0 for no effect and ±100 for the full control effect; nearly all actives have a fitted effect of over 55% in size
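Seeding at 200 cells/uL, 12 h culture, 24 hr compound treatment, then luciferase reagent and a luminescence read; cells are HEK293 stably expressing a constitutively active GLP-1R plus cAMP-responsive luciferase.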
GLP-1R agonist: qHTS of GLP-1 Receptor Agonists. Glucagon-like peptide 1 receptor (Homo sapiens), P43220. HEK293 GLP-1R CRE-luciferase, luminescence, 4-6 h; cells express a hypersensitive GLP-1R form. Potency, µM (series often up to 45.6 µM), for inactives: at the highest dose activation, most hits filed as activators. actives 0.007% (n = 380,000); also: potency is read from the fitted curve at half-maximal effect; % of control where 0% means no effect
IL-2 act: qHTS of IL-2 Activators; activation, % (series mostly up to about 46 µM); actives 0.065% (n = 360,000); IL-2 activation reporter assay, cell-based qHTS; stimulated with anti-CD3/CD4/CD28 beads; in transgenic mouse T cells; AID 652025, 2013; in the data active = activation above about 50%; inconclusive = mostly about 30% to 49%; also: 0% is about no effect
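Unstimulated transgenic mouse T cells preincubated 60 min with compound, then stimulated with anti-CD3/anti-CD4-coated beads plus anti-CD28 for 18 h at 37 degrees C. IL-2 response read as EGFP and DsRed fluorescence by plate cytometry.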
PTHR1 ag: qHTS for PTHR1 Agonists: Primary Screen; Parathyroid hormone/parathyroid hormone-related peptide receptor (Homo sapiens), Q03431; HEK293 GP2 PTHR1 cells, GloSensor cAMP luminescence, 1 h; Potency, µM (top dose mostly 115 µM), for inactives: at the top dose activation, usual class: activators; actives 0.075% (n = 410,000); AID 743266, 2014; also: potency is read from the fitted curve at half-maximal effect; nearly all actives have a fitted effect of over 55% in size; some results filed as inactive show a strong effect at the top dose; inactives centre near -15; many of its hits are not listed in these tables
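HEK-293-derived GP2 cells expressing PTHR1 and a GloSensor cAMP reporter, 3,000/well, plated overnight, given luciferin plus IBMX (each 0.5 mM as added) for 1 h at 37 °C, then compound for 1 h at 37 °C. Luminescence was read after 15 min at room temperature.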
PLK1 PBD inh: qHTS for Inhibitors of PLK1-PDB (polo-like kinase 1 - polo-box domain): Primary Screen; Potency, µM, for inactives: max response, negative = inhibition, actives largely listed as inhibitors; AID 720504, 2013; Plk1 PBD binding of FITC phosphopeptide, fluorescence polarization; Serine/threonine-protein kinase PLK1 (Homo sapiens), P53350; actives 2.8% (n = 360,000); also: potency is read from the fitted curve at half-maximal effect; series mostly up to about 57 µM; % is scaled to controls: 0 for no effect and ±100 for the full control effect; nearly all actives have a fitted effect of over 65% in size
EPAC1 ag: qHTS for Agonist of cAMP-regulated guanine nucleotide exchange factor 3 (EPAC1): primary screen; AID 720707, 2013; Rap guanine nucleotide exchange factor 3 (Homo sapiens), O95398; EPAC1 agonist qHTS, biochemical assay; response scale: 100% = response to 6.5 mM cAMP; Potency, µM (top dose mostly 154 µM), for the others: top-dose activation, actives largely listed as activators; actives 0.073% (n = 360,000); also: potency is read from the fitted curve at half-maximal effect; nearly all actives have a fitted effect of over 60% in size
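Compounds were pinned as a concentration titration into mixtures of EPAC1 (100 nM), BODIPY-GDP-loaded Rap1B (250 nM) and GDP (50 uM). After 5 min at room temperature, fluorescence was followed for 30 min; activity was scaled to 6.5 mM cAMP.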
HEK293 tox: qHTS of GLP-1 Receptor Inverse Agonists: Cytotox Screen | Potency, µM (series often up to 38.3 µM), for the others: at the top dose activity change, negative = inhibition, actives largely listed as inhibitors | AID 624418, 2012 | actives 0.13% (n = 410,000) | HEK293 cAMP-luciferase reporter cells, luminescence, 24 h;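 also: loss of luciferase light is scored as toxicity; potency is read from the fitted curve at half-maximal effect; % is scaled to controls: 0 for no effect and ±100 for the full control effect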
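Compound-treated cells are incubated 24 hr at 37 deg C under 5% CO2 after a 12 hour attachment period, then luciferase detection reagent is added and luminescence is measured following 12 min at room temperature; lowered signal indicates toxicity.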
PI5P4K alpha inh: qHTS for Inhibitors of phosphatidylinositol 5-phosphate 4-kinase (PI5P4K) | PI5P4Kalpha enzyme, ADP-Glo luminescence, 60 min; active compounds read low | max response, % | Phosphatidylinositol 5-phosphate 4-kinase type-2 alpha (Homo sapiens), P48426 | actives 1.2% (n = 330,000); active = max response of -50% or lower; inconclusive = between -30% and -50%; inactive = -30% or higher; also: value at the top dose of about 77 µM; % is scaled to controls: 0 for no effect and ±100 for the full control effect
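Single end-point luminescence (ADP-Glo) quantified ADP from PI5P4Kalpha turnover; ATP 5 microM final, 1 h at RT, 0.1% CHAPS and 0.28 mM EGTA in HEPES pH 7.4.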
* = called active by the depositor; i = inactive; u = inconclusive; x = not tested or not shown; [ ] = dose if it differs, or a comment. Unless noted, calls follow the shape of the dose curve; as a rule, active = well fitted curve in the direction sought with a large enough effect; inconclusive = small, poorly fitted or top-dose-only effect, or another doubt; inactive = no such curve, though single readings can be large; an effect the other way counts as inactive or inconclusive. The list is partial (hit frequency here may not be typical).

Each structure is followed by: EPAC1 antagonist | GLP1R inv ag | GLP-1R agonist | IL-2 act | PTHR1 ag | PLK1 PBD inh | EPAC1 ag | HEK293 tox | PI5P4K alpha inh
- O=c1cc(CO)oc(C(Nc2cccc(C(F)(F)F)c2)c2ccccn2)c1O (stereo not drawn)
→ -24% | -13% | -1% | -0.1 | -23% | 27µM* | 0% | -24% | 4
- Cc1ccc(S(=O)(=O)N(C)c2cc(S(=O)(=O)Nc3ccncc3)c(C)cc2C)cc1
→ 9% | -4% | -1% | -0.5 | -15% | -3% | 7% | -10% | 3
- COc1cc(OC)nc(/N=C/N(C)C)n1
→ -18% | 1% | 4% | -2.0 | i | -9% | -1% | -3% | -6
- Cc1ccc(NC(=O)COC(=O)/C=C/c2cccs2)cc1
→ 1% | 2% | 0% | 1.0 | i | -7% | 1% | -8% | -3
- CSc1ncccc1C(=O)Nc1cccc(S(=O)(=O)N2CCOCC2)c1
→ 23% | -8% | -6% | 0.6 | i | 0% | -6% | 4% | -1
- CC(NC(=O)C1CC1)c1ccc(-c2ccccc2)cc1 (stereo not drawn)
→ -15% | -26% | 8% | 0.9 | -28% | -4% | -16% | 0% | -9
- COc1cc(-c2noc(-c3cccs3)n2)cc(OC)c1OC
→ -8% | 24% | 6% | 0.3 | -12%[57.5 µM] | -7% | 2% | -7% | 0
- C=CCC1c2cccc(C(=O)O)c2C(=O)N1c1ccc(F)cc1 (stereo not drawn)
→ -8% | 30%[activator] | -13% | -3.1 | -16%[57.5 µM] | -8% | 10% | 5% | x
- COc1ccc(N2CCN(c3nc4cc(C)ccc4cc3C=O)CC2)cc1
→ -19% | 1% | 10% | 1.1 | -7% | -4% | 9% | 3% | 0
- O=c1nc(SCc2ccc(Cl)cc2)nc(-c2ccccc2)[nH]1
→ u | -19% | 5% | -3.0 | i | u | -13% | 5% | -5
- CCc1ccc(NC(=O)C(=O)NCC2CCCO2)cc1 (stereo not drawn)
→ -4% | -5% | -2% | -0.6 | -32%[inhibitor] | -23% | -1% | 2% | 2
- Cc1cc(C)cc(SCc2noc(C(=O)NCC3CCCO3)c2C(=O)O)c1 (stereo not drawn)
→ -2% | 15% | -6% | 1.9 | i | 0% | 4% | 5% | -4
- CC(=O)Nc1cccc(NC(=O)C(=O)c2cn(CC(=O)N3CCCCC3)c3ccccc23)c1
→ -7% | 13% | 14% | 4.3 | -17% | -6% | 16% | u | 0
- CC(=C\C(=O)O)/C(=C/c1ccco1)C(=O)O
→ 4% | 2% | -4% | -1.3 | i | -26% | 7% | -8% | -4
- CCCc1[nH]n(-c2ccc(F)cc2)c(=O)c1C=Nc1ccc(C)cc1
→ 8% | 21% | -1% | -0.8 | i | 4% | 0% | -2% | 0
- CCCc1nc2sc3ccccc3c(=O)c2c(=O)n1Cc1ccccc1
→ 16% | -21% | 3% | 2.0 | 1% | -1% | -1% | u | -10
- O=C(O)C1OC(C(=O)O)C(C(=O)O)C1C(=O)O (stereo not drawn)
→ 0% | -6% | 18% | 0.1 | -24% | 8% | 6% | 12% | -1
- Cc1ccccc1CN1CCN(Cc2ccc3cccc(F)c3n2)CC1CCO (stereo not drawn)
→ 0% | u | -4% | -0.8 | -1% | -16% | 0% | -12% | -5
- CC(=O)c1ccc(NC(=O)c2ccc(CNc3c(N4CCOCC4)c(=O)c3=O)cc2)cc1
→ -9% | -8% | -3% | -2.5 | i | -1% | -4% | -5% | -2
- CCCc1cc(=O)[nH]c(SCC(=O)N2CCN(S(=O)(=O)c3ccc(C)cc3C)CC2)n1
→ -8% | -11% | 8% | 1.3 | i | -2% | 0% | -3% | -3
- CC1=C(C(=O)N(C(C)C)C(C)C)CC(CC(=O)NC2CCCC2)C(=O)N1Cc1ccccc1 (stereo not drawn)
→ -24% | 1% | 1% | -1.1 | -13% | -10% | -13% | 1% | 4
- CC1CCCC(NC(=O)c2cccc(S(=O)(=O)NCc3ccccc3)c2)C1C (stereo not drawn)
→ -8% | 11µM* | 6% | 2.1 | -39%[inhibitor] | -8% | 19% | -22% | 2
- CN1CCN(c2ccc(NC(=O)COc3cccc4ccccc34)cc2)CC1
→ -22% | 10µM* | 14% | 0.5 | i | -8% | 13% | 1% | 1
- C[C@@H]1Cc2[nH][nH]c(=O)c2[C@H](c2ccc(Cl)cc2)O1
→ -9% | 20% | 1% | -0.4 | -24% | u | -5% | 5% | -1
- Cc1cccc([C@@H]2[C@@H]3C(=O)N(Cc4ccccc4)C(=O)[C@@H]3[C@]3(C)C(=O)N(c4ccc(Br)cc4)C(=O)N23)c1
→ -23% | u | -1% | -0.3 | -1% | 2% | 5% | 6% | 11
- Cc1c(N=Cc2c(O)n(Cc3ccco3)c(=O)c3ccccc23)c(=O)n(-c2ccccc2)n1C
→ 16% | 1% | 8% | -1.9 | -1%[57.5 µM] | -15% | 8% | 4% | x
- Nc1ccc2nc(CCCCCCc3nc4ccc(N)cc4[nH]3)[nH]c2c1
→ -6% | 13% | 17% | 4.8 | 23% | -9% | -19% | 9% | -3
- CCc1ccc(OCc2cccc(C(=O)N/N=C\c3cnn(C)c3C)c2)cc1
→ -13% | u | -1% | -2.9 | 23% | -18% | -6% | u | -1
- O=C(Nc1nnc(-c2ccccc2)o1)Nc1ccc(F)cc1F
→ -3% | 18% | -1% | -1.4 | i | -2% | 3% | -2% | 1
- O=C(CO/N=C/c1ccccc1OC(F)F)NCc1ccco1
→ 3% | -4% | 11% | 0.1 | -2% | -2% | -2% | -5% | 1

Remaining list, next part.
Each structure is followed by: EPAC1 antagonist | GLP1R inv ag | GLP-1R agonist | IL-2 act | PTHR1 ag | PLK1 PBD inh | EPAC1 ag | HEK293 tox | PI5P4K alpha inh
- C=CCn1cnc2c(nnn2-c2cc(C)cc(C)c2)c1=O
→ 1% | 1%[7.66 µM] | 1% | -0.7 | i | 2% | 0% | 7%[7.66 µM] | 3
- CN(C(=O)c1ccncc1)C1CCCCC1
→ -6% | 10% | 0% | -1.1 | i | -9% | -2% | 0% | -2
- Cc1cc(C)cc(OCC(=O)OC(C)C(=O)Nc2ccc(Cl)cn2)c1 (stereo not drawn)
→ -16% | -11% | 11% | -0.5 | -12% | 3% | 6% | -6% | -6
- Cc1cccc(C)c1NS(=O)(=O)c1cc2c3c(c1)CCN3C(=O)CC2
→ -6% | 1% | -7% | -2.7 | i | -1% | -3% | 2% | -10
- C=CCN(CC(=O)NC1CCCC1)C(=O)C(=O)Nc1ccc2c(c1)OCCO2
→ -17% | -1% | 9% | -4.2 | i | -5% | 10% | -9% | 1
- O=S(=O)(Nc1ccccn1)c1cccs1
→ 0% | -3% | -1% | 0.7 | -20% | -7% | -4% | 5% | 1
- COc1ccc2c(c1)c1c(c(=O)n(Cc3ccccc3)c(=O)n1Cc1ccc(C)cc1)n2C
→ x | 9% | 0% | x | -8% | x | x | 8% | x
- Cc1c(C(=O)N2CCCCC2)c(S(=O)(=O)Nc2cccc(Br)c2)c(C)n1C
→ -1% | u | -5% | -2.0 | i | -5% | -3% | 0% | 3
- O=C(Nc1cccc2cccnc12)c1csc([C@@H]2O[C@H](CO)[C@H](O)[C@H](O)[C@H]2O)n1
→ 11% | -9% | 4% | 1.1 | i | 0% | -17% | -2% | 4
- C=CCn1c(SCC(=O)NC2CCCCC2)nnc1C(C)NC(=O)c1cccs1 (stereo not drawn)
→ 14% | 4% | -6% | -1.2 | -2%[57.5 µM] | 0% | 0% | -6% | x
- C[C@@H]1CN([C@H](C)CO)C(=O)c2cc(NC(=O)Nc3ccc(F)cc3)ccc2O[C@@H](C)CCCCO[C@H]1CN(C)S(=O)(=O)c1cccs1
→ -1% | u | -5% | -1.3 | -1% | -1% | -15% | -3% | -4
- CCC(CC)c1nnc(NC(=O)CCc2ccc(OC)cc2)s1
→ -8% | u | -2% | -0.8 | i | -11% | -7% | 0% | 0
- CC(C)CN(Cc1cc2ccccc2[nH]c1=O)C(=O)c1cccnc1
→ 6% | 9% | -6% | -2.5 | -3%[57.5 µM] | 1% | -1% | 8% | x
- CCOc1ccc(NC(=O)N(C2CCCC2)C2CCN(C(C)=O)CC2)cc1
→ -25% | 13% | 0% | -2.1 | -40%[inhibitor] | -4% | -6% | -6% | 0

Four entries drawn at random from those above:
Each structure is followed by: EPAC1 antagonist | GLP1R inv ag | GLP-1R agonist | IL-2 act | PTHR1 ag | PLK1 PBD inh | EPAC1 ag | HEK293 tox | PI5P4K alpha inh
- CC(NC(=O)C1CC1)c1ccc(-c2ccccc2)cc1 (stereo not drawn)
→ -15% | -26% | 8% | 0.9 | -28% | -4% | -16% | 0% | -9
- Cc1cccc([C@@H]2[C@@H]3C(=O)N(Cc4ccccc4)C(=O)[C@@H]3[C@]3(C)C(=O)N(c4ccc(Br)cc4)C(=O)N23)c1
→ -23% | u | -1% | -0.3 | -1% | 2% | 5% | 6% | 11
- CCc1ccc(NC(=O)C(=O)NCC2CCCO2)cc1 (stereo not drawn)
→ -4% | -5% | -2% | -0.6 | -32%[inhibitor] | -23% | -1% | 2% | 2
- Nc1ccc2nc(CCCCCCc3nc4ccc(N)cc4[nH]3)[nH]c2c1
→ -6% | 13% | 17% | 4.8 | 23% | -9% | -19% | 9% | -3
